High-throughput results (PubChem)
APE1 inh = blocks human APE1 abasic DNA cleavage. Potency, µM (doses to about 65.8 µM), inactives show top-dose activity change, negative = inhibition, actives largely listed as inhibitors. hit rate 0.35% among 350,000. recombinant APE1, TAMRA/BHQ-2 abasic DNA cleavage fluorescence;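 note: plate controls were vehicle for no effect and reference inhibitor for full effect; nearly all actives have a fitted effect of over 55% in size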
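APE1 at 0.75 nM final was preincubated with compound 15 min at room temperature, then 50 nM double-stranded THF abasic-site substrate (5'-TAMRA/3'-BHQ-2) was added. Fluorescence (ex 525/em 598 nm) was read kinetically; third-minus-first read gave activity.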
BLM helicase inh = Bloom syndrome helicase (human) inhibition; P54132; recombinant BLM DNA unwinding, fluorescence dequenching; Potency, µM (top dose mostly 56.1 µM), for the others: at the top dose activity change, negative = inhibition, actives largely listed as inhibitors; hit rate 0.2% among 350,000; AID 2528;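 note: plate controls were vehicle for no effect and no enzyme for full effect; nearly all actives have a fitted effect of over 35% in size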
Active calls of the source: *; ? = inconclusive; . = not tested or not shown; & = joins results of further samples; [ ] = another dose, or the depositor's remark. Calls come from the whole dose curve; as a rule, active = well fitted curve in the direction sought with a large enough effect; inconclusive = small, poorly fitted or top-dose-only effect, or another doubt; inactive = no such curve, though single readings can be large; an effect the other way counts as inactive or inconclusive. Potency is the fitted concentration of half-maximal effect. Only part of the results is shown (hit frequency here may not be typical).

mol	APE1 inh	BLM helicase inh
CC(=C/C=C/C(C)=C/C=C/C=C(C)/C=C/C=C(C)/C=C/C(=O)O)/C=C/C(=O)O	?	.
CCCCCCCC/C=C\CCCCCCCC(=O)NCC(=O)O	4.3%	-2.3%
CC(=O)C1(C)CC2(CC(C)(C)OC2=O)C(=O)O1 (configuration not stated)	-5.4%	2.1%
COC(=O)C1C(=O)C(C(=O)/C=C/c2ccco2)C(=O)CC1(C)C (configuration not stated)	11.6%	4.2%
Cc1cc(O)cc(O)c1C(=O)OC1(C)C(=O)C=C2C=C(/C=C/C(=O)O)OC=C2C1=O (configuration not stated)	14.1µM*	83.9%[activator]
N#CCCn1cnc2c1NC=NC2Cl (configuration not stated)	0.3%	-1.0%
CC1(O)C(=O)C=C2C=C(C3CC3)OC=C2C1=O (configuration not stated)	-1.5%	3.4%
COC(=O)C1(C(=O)OC)CC2=C[C@H](CC2=O)Cc2ccccc2[C@@H]1C[N+](=O)[O-]	4.8%&-0.3%	1.6%&0.5%
c1ccc(CNc2oc(-c3ccccc3)nc2-c2ccccc2)cc1	-3.4%	0.0%
CC1(OC(=O)C2CCCC2)C(=O)C=C2C=C3CCCN3C=C2C1=O (configuration not stated)	1.5%[12.4 µM]	-5.9%[12.4 µM]
COc1ccc(/C=C/C2=C[C@]3(C)C[C@]2(C)[C@H](c2ccc(OC)cc2)CC3=O)cc1	0.1%	3.3%
C=C(C(C)=O)C(O)c1cccc(Br)c1 (configuration not stated)	0.6%	-1.9%

Reprinted at random: 3 entries already listed.
mol	APE1 inh	BLM helicase inh
CCCCCCCC/C=C\CCCCCCCC(=O)NCC(=O)O	4.3%	-2.3%
CC(=C/C=C/C(C)=C/C=C/C=C(C)/C=C/C=C(C)/C=C/C(=O)O)/C=C/C(=O)O	?	.
N#CCCn1cnc2c1NC=NC2Cl (configuration not stated)	0.3%	-1.0%

(next part)
mol	APE1 inh	BLM helicase inh
O=C(NS(=O)(=O)c1ccc(F)cc1)O[C@@H]1C(=O)c2cc(Br)ccc2O[C@H]1c1ccc2c(c1)OCO2	19.8%	1.8%
COc1ccc2c(c1)O[C@@H](c1ccc3c(c1)OCO3)[C@H](OC(=O)Nc1ccc(OC(F)F)cc1)C2=O	?	1.4%
COC(=O)C1=C(C(=O)OC)[C@@H]2N(C)c3ccccc3[C@@]23C[C@@H](C(=O)OC)N(S(=O)(=O)c2ccc4c(c2)OCCN4C)C3=N1	-4.3%[12.4 µM]	-4.2%[12.4 µM]
COc1ccc(NC(=O)N2CCc3nc(COc4ccccc4)c4c(c3C2)CO[C@@H](C)C4)cc1	-1.4%[12.4 µM]	0.4%[12.4 µM]
CCCCCCCCCCCCCCCC(N)=O	?	0.6%
COC(=O)C1=C(C)N(CC2CC2)C(=O)N[C@H]1CCc1ccccc1	0.5%	1.3%
COC(=O)c1ccccc1C[C@]1(C(=O)OC)C=C[C@H](C)[C@@H](c2ccccc2)N1C(=O)C(F)(F)F	-0.1%	0.0%
CC(C)C[C@@H](CC(=O)N[C@H](CC(=O)N[C@@H]1CCCC[C@H]1C(=O)N[C@H](CC(=O)N[C@@H](CCC(=O)O)CC(=O)O)CC(C)C)C(C)C)NC(=O)[C@@H]1CCCC[C@H]1N	-5.0%	4.6%
COc1ccc2c(c1)C(=O)[C@@H](OC(=O)N[C@H](C)C1CCCCC1)[C@H](c1ccc(OC)c(Br)c1)O2	0.6%	2.9%
C=C(C)C(=O)/C=C/c1ccc(Br)cc1	23.3%	2.8%
COC1=C[C@@H](C)C2CC3OC(=O)C[C@H]4C(C)=C(OC)C(=O)C([C@@]2(C)C1=O)[C@@]34C (some centres not stated)	3.8%	0.7%
COC(=O)CCCC1=CC2=CC(=O)C(C)(OC(=O)c3cccs3)C(=O)C2=CN1c1ccc(CO)cc1 (configuration not stated)	-0.8%[12.4 µM]	-16.0%[12.4 µM]

One compound at a time, as listed above.
`C=C(C)C(=O)/C=C/c1ccc(Br)cc1` across the screens: APE1 inh: 23.3%; BLM helicase inh: 2.8%
`CC(C)C[C@@H](CC(=O)N[C@H](CC(=O)N[C@@H]1CCCC[C@H]1C(=O)N[C@H](CC(=O)N[C@@H](CCC(=O)O)CC(=O)O)CC(C)C)C(C)C)NC(=O)[C@@H]1CCCC[C@H]1N` across the screens: APE1 inh: -5.0%; BLM helicase inh: 4.6%

Further results.
mol	APE1 inh	BLM helicase inh
O=C1N[C@H](Cc2ccccc2)C(=O)N1Cc1cccc2ccccc12	1.0%	-1.2%
CC(C)Nc1oc(-c2ccccc2)nc1-c1cccc2ccccc12	-3.7%	1.8%
CC(C)(C)OC(=O)NCCCCC1=CC2=CC(=O)C(C)(OC(=O)c3ccco3)C(=O)C2=CO1 (configuration not stated)	-3.1%	-4.6%
C[C@H]1C(O)[C@@]23CCC4C5(C=[N+](CCO)C[C@]4(C)CCC5)C2C[C@@H]1C3 (some centres not stated)	2.2%	0.7%
CC[C@H](C)[C@@H](NC(=O)O[C@H]1C(=O)c2ccc(OC)cc2O[C@@H]1c1ccc2c(c1)OCO2)C(=O)OC	1.1%&11.2%	-1.5%&0.4%
CC12C=C(/C=C/CCc3ccco3)C(C)(C1)[C@H](CCc1ccco1)CC2=O (some centres not stated)	1.2%	-3.5%
CC(=O)OC[C@@]12C(=O)[C@@H](O)[C@@H](C)[C@]3(C[C@@H](c4ccoc4)O[C@@H]3OC(C)=O)[C@H]1CCC[C@]21CO1	4.1%	-1.2%
COC(=O)[C@H](Cc1ccccc1)NC(=O)O[C@@H]1Cc2cc(OC)ccc2O[C@H]1c1cccc(OC)c1	2.6%	0.9%
CC(C)C[C@@H](CC(=O)N[C@@H](CCC(=O)O)CC(=O)O)NC(=O)[C@@H]1CNCC[C@H]1NC(=O)C[C@@H](NC(=O)C[C@H](Cc1ccccc1)NC(=O)[C@@H]1CNCC[C@H]1N)C(C)C	2.3%	-12.9%
COC(=O)N[C@H](c1ccccc1)C(C(C)=O)C(=O)OC (some centres not stated)	14.4%	1.6%
COC(=O)CCC(=O)OC1(C)C(=O)C=C2C=C(C3CC3)N(c3ccc(OC)cc3)C=C2C1=O (configuration not stated)	-1.3%[12.4 µM]	-8.0%[12.4 µM]
C[C@H]1Cc2c(-c3ccccc3)nc3c(c2CO1)CN(C(=O)NCCc1c[nH]c2ccccc12)CC3	-1.3%[12.4 µM]	-3.6%[12.4 µM]

For convenience, part of the list above:
mol	APE1 inh	BLM helicase inh
COC(=O)CCC(=O)OC1(C)C(=O)C=C2C=C(C3CC3)N(c3ccc(OC)cc3)C=C2C1=O (configuration not stated)	-1.3%[12.4 µM]	-8.0%[12.4 µM]
C[C@H]1Cc2c(-c3ccccc3)nc3c(c2CO1)CN(C(=O)NCCc1c[nH]c2ccccc12)CC3	-1.3%[12.4 µM]	-3.6%[12.4 µM]

Returning to the listing, starting five compounds before the break.
mol	APE1 inh	BLM helicase inh
COC(=O)[C@H](Cc1ccccc1)NC(=O)O[C@@H]1Cc2cc(OC)ccc2O[C@H]1c1cccc(OC)c1	2.6%	0.9%
CC(C)C[C@@H](CC(=O)N[C@@H](CCC(=O)O)CC(=O)O)NC(=O)[C@@H]1CNCC[C@H]1NC(=O)C[C@@H](NC(=O)C[C@H](Cc1ccccc1)NC(=O)[C@@H]1CNCC[C@H]1N)C(C)C	2.3%	-12.9%
COC(=O)N[C@H](c1ccccc1)C(C(C)=O)C(=O)OC (some centres not stated)	14.4%	1.6%
COC(=O)CCC(=O)OC1(C)C(=O)C=C2C=C(C3CC3)N(c3ccc(OC)cc3)C=C2C1=O (configuration not stated)	-1.3%[12.4 µM]	-8.0%[12.4 µM]
C[C@H]1Cc2c(-c3ccccc3)nc3c(c2CO1)CN(C(=O)NCCc1c[nH]c2ccccc12)CC3	-1.3%[12.4 µM]	-3.6%[12.4 µM]
COCC(=O)C(C(=O)OC)[C@H](CCc1ccccc1)NC(=O)OC (some centres not stated)	13.7%	5.1%
COc1ccc2c(c1)O[C@@H](c1cccc(C(F)(F)F)c1)[C@H](OC(=O)Nc1ccc(C)c(Br)c1)C2=O	0.5%	1.0%
CCCCC/C=C\C/C=C\C/C=C\C/C=C\CCCCCC(=O)NCCCC(=O)O	15.0%	-0.1%
CCN(CC)CCCN1C=C2C(=O)C(C)(OC(=O)c3cccs3)C(=O)C=C2C=C1CCCC(=O)OC (configuration not stated)	-5.9%[12.4 µM]	1.2%[12.4 µM]
COc1cccc([C@@H]2Oc3ccc(OC)cc3C[C@H]2OC(=O)Nc2cc(OC)c(OC)c(OC)c2)c1	18.7%	1.6%
CCCCC/C=C\C/C=C\C/C=C\C=C\C(O)CCCC(=O)O (configuration not stated)	-0.4%	-4.9%
COc1c2c(c(C(=O)/C=C/C(C)=C/c3ccccc3)c3c1OCO3)CCN(C)C2	5.3%	-3.0%
C/C(N[C@@H]1CSCC1O)=C1/C(=O)CC2[C@@H]1C2(C)C (some centres not stated)	0.4%	-4.6%
N#Cc1cccc(CS(=O)(=O)c2nnnn2C2CCCCC2)c1	-3.1%	-0.1%
CC(C)[C@@H](CC(=O)N[C@@H]1CCCC[C@H]1C(=O)N[C@H](CC(=O)N[C@@H](CCC(=O)O)CC(=O)O)Cc1ccccc1)NC(=O)C[C@H](CO)NC(=O)[C@@H]1CNCC[C@H]1N	1.8%	-3.0%
COC(=O)C1=C(C(=O)OC)[C@@H]2N(Cc3ccccc3)c3ccccc3[C@@]23C[C@@H](C(=O)OC)N(S(=O)(=O)c2ccc([N+](=O)[O-])cc2)C3=N1	-2.2%[12.4 µM]	0.2%[12.4 µM]
COC(=O)C1=C(C(=O)OC)[C@@H]2Nc3ccccc3[C@@]23C[C@@H](C(=O)OC)N(S(=O)(=O)c2ccc4c(c2)OCCN4C)C3=N1	-2.4%[12.4 µM]	-2.8%[12.4 µM]
COc1ccc(-c2nc3c(c4c2C[C@H](c2ccccc2)OC4)CN(C(=O)C2CC2)CC3)c(C)c1	0.6%[12.4 µM]	-3.8%[12.4 µM]
Oc1c(CN2CCOCC2)cc2c(c1-c1c(O)c(CN3CCOCC3)cc3c1CCCC3)CCCC2	0.2%	-3.6%
COC(=O)[C@H](Cc1ccccc1)NC(=O)O[C@H]1C(=O)c2cc(OC)ccc2O[C@@H]1c1ccc(OC)c(Br)c1	1.6%&0.5%	2.7%&2.0%
CC(C)(C)OC(=O)NCCCC1=CC2=CC(=O)C(C)(OC(=O)C3CCCC3)C(=O)C2=CO1 (configuration not stated)	-2.7%	-0.4%
CC1(OC(=O)C2CCCC2)C(=O)C=C2C=C(C3CC3)OC=C2C1=O (configuration not stated)	0.8%	-0.3%
CC(C)C[C@@H](CC(=O)N[C@@H](CCC(=O)O)CC(=O)O)NC(=O)[C@@H]1CCCC[C@H]1NC(=O)C[C@H](CCCN)NC(=O)C[C@H](Cc1ccccc1)NC(=O)[C@@H]1CCCC[C@H]1N	3.6%	6.7%
COc1ccc2c(c1)C(=O)[C@@H](OC(=O)Nc1cc(OC)c(OC)c(OC)c1)[C@H](c1ccc(OC)c(Br)c1)O2	-2.1%	-1.9%
CCCCC/C=C\C/C=C\C/C=C\CCCCCCC(=O)NCCCC(=O)O	-1.9%	-1.7%
O=S(=O)(Cc1ccccc1)c1nnnn1C1CCCCC1	-1.0%	2.1%
Cc1ccccc1Nc1oc(-c2ccccc2)nc1CCc1ccccc1	-0.8%	-0.2%
C(=C\c1nc(-c2ccccc2)oc1Nc1ccc2ccccc2c1)/c1ccccc1	9.4%	2.1%
CC(=O)C1=C(C)N(Cc2ccco2)C(=O)N[C@@H]1c1ccccc1	20.1%	5.2%
COC(=O)N1[C@H]2CC[C@@]3(C)CC(=O)C[C@]1(C)C3c1ccccc12	12.8%	1.4%
CCCCC/C=C\C[C@@H](O)/C=C/C=C\CCC(=O)O	1.1%	-0.9%
COC(=O)c1nnc(C(=O)NCc2ccccc2)c2[nH]c3ccc(OC)cc3c12	-1.9%	-1.6%
C[C@H](NC(=O)N1CCc2nc(-c3ccccc3)c3c(c2C1)CO[C@@H](C)C3)c1ccccc1	9.9%[12.4 µM]	5.3%[12.4 µM]
CC(C)C[C@@H](CC(=O)N[C@@H](CCC(=O)O)CC(=O)O)NC(=O)[C@@H]1CCCC[C@H]1NC(=O)C[C@@H](NC(=O)C[C@H](Cc1ccccc1)NC(=O)[C@@H]1CNCC[C@H]1N)C(C)C	0.7%	5.9%
CCCCc1cc2c(cn1)=C(OC(=O)c1cccs1)C(C)(OC(=O)CC)C(=O)C=2 (configuration not stated)	-4.8%[12.4 µM]	-7.7%[12.4 µM]
C=C(C(=O)O)[C@@H]1CC[C@@]2(C)CCC[C@](C)(O)[C@@H]2C1	6.2%	-0.3%
C=CCOC(=O)[C@H](O)[C@@H](O)C(=O)OCC=C	2.6%	2.5%
CC1(OC(=O)CCc2ccccc2)C(=O)C=C2C=C(C3CC3)OC=C2C1=O (configuration not stated)	-4.8%	-2.7%
